Compound activity as filed in PubChem BioAssay.
Cneo AK release: Cryptococcus neoformans lysis via adenylate kinase release; lysis activity, % at 15 µM; C. neoformans lysis, adenylate kinase release luminescence, 4 h; normalised: neutral wells 0, clomiphene wells 100; 0.2% of 360,000 active; AID 651654;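 active = mean lysis activity across replicates of at least 80%, whatever share of replicates individually reach that level; inactive = mean lysis activity below 80%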
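Test system: log-phase Cryptococcus neoformans yeast cells; Quantity: yeast cell density of 5 × 10^6 cells/mL; Buffer or medium: YPD; Doses: single compound concentration per well; Timing: 4 h at 37 °C static, read 1 h later; Measured by: AK luminescence; Read-out basis: lysis from increased AK signal; Control set: Clomiphene as positive control.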
PglD DTNB: PglD (C. jejuni) enzyme inhibition; AID 602405; purified PglD enzyme, DTNB colorimetric CoA detection; inhibition, % at 12.5 µM; 0.098% of 360,000 active; in the data active = inhibition above about 16%, passing the limit was not always enough; note: strong numbers were not always called active
C2C12 statin: suppression of simvastatin myotoxicity | C2C12 myotubes + simvastatin, ATP luminescence, 48 h; scaled: DMSO 0, geranylgeraniol control 100 | rescue of ATP level, % at 7.49 µM | 0.78% of 330,000 active | AID 602340;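 active = mean ATP rescue above about 67%, or every replicate alone reaching that limit, limit read from the data, passing the limit was not always enough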;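 note: myotubes were challenged with 10 µM simvastatin during compound exposure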
ARNT-TACC3 inh: ARNT/TACC3 interaction disruption | AlphaScreen His-ARNT PAS-B/GST-TACC3 binding, luminescence; TACC3 fragment carries E629A point mutation | inhibition, % at 9.99 µM | 0.66% of 390,000 active | AID 623870;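 active = mean inhibition of replicates at least 50% and at least half of replicates each reaching 50%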;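 note: 0% = complete ARNT plus TACC3 wells and 100% = ARNT alone without TACC3; many hits fall short of the cut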
LGR2 antag: Drosophila LGR2 receptor signaling inhibition | HEK293 LGR2, CRE-luciferase, bursicon-stimulated, 4 h | inhibition, % at 9.99 µM | 0.35% of 380,000 active;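 active = drop in luminescence signal, shown as inhibition above about 50% in the replicate tests, limit read from the data, passing the limit was not always enough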;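 note: agonist challenge used bursicon conditioned medium at about half maximal strength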
PAX8 reporter: lowers PAX8-driven luciferase in RMG-I cells; RMG-I TPO-luciferase reporter, SteadyGlo, 24 h; inhibition, % at 12.6 µM; 1.2% of 360,000 active;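 active = mean replicate inhibition at least 60% with every replicate also reaching 60%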;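 note: luciferase light reporting Pax8 driven TPO promoter activity; plate controls were median of neutral control wells for no effect and mitoxantrone controls for full effect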
PGC1a acetyl inh: lowers PGC1a acetylation signal in U2OS cells | AlphaScreen anti-acetyl-lysine; with virally co-expressed GCN5 acetyltransferase | inhibition, % at 15.6 µM | 0.17% of 350,000 active;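 active = every replicate shows inhibition of at least 40%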;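 note: 0% = neutral control wells and 100% = positive control wells; some results beyond the cut were filed as inactive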
GSIS activator: primary screen for activators of insulin secretion dependent on glucose, INS-1E cells, GLuc reporter luminescence; INS-1E GLuc reporter insulin secretion, 2-3 h; activation, % at 16.6 µM; 0.61% of 370,000 active;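 active = lowest replicate activation of at least 40%, so every replicate reaches that level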;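 note: 0% = median of neutral control wells and 100% = median of IBMX positive control wells; some compounds called inactive have numbers as strong as hits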
* hit, by the source's call; · = not tested or not shown; & = joins results of further samples; ! = not confirmed by another sample. This is a random part of the collection; about 2.9% have a hit in one of these screens.

The opening 2 entries, ahead of the listing:
SMILES	Cneo AK release	PglD DTNB	C2C12 statin	ARNT-TACC3 inh	LGR2 antag	PAX8 reporter	PGC1a acetyl inh	GSIS activator
O=C(CSc1oc(-c2ccco2)nc1S(=O)(=O)c1ccc(F)cc1)NCC1CCCO1 (configuration not stated)	-3	5	10	12	·	·	-3	·
CCC(=O)Nc1ccc2c(c1)C(=O)N(C)C[C@H](OC)[C@H](C)CN(C(=O)C1CC1)[C@H](C)CO2	7	1	-3	-3	7	-8	-13	3

All compounds of this part, previewed entries included:
SMILES	Cneo AK release	PglD DTNB	C2C12 statin	ARNT-TACC3 inh	LGR2 antag	PAX8 reporter	PGC1a acetyl inh	GSIS activator
O=C(CSc1oc(-c2ccco2)nc1S(=O)(=O)c1ccc(F)cc1)NCC1CCCO1 (configuration not stated)	-3	5	10	12	·	·	-3	·
CCC(=O)Nc1ccc2c(c1)C(=O)N(C)C[C@H](OC)[C@H](C)CN(C(=O)C1CC1)[C@H](C)CO2	7	1	-3	-3	7	-8	-13	3
Cc1occc1-c1nnc(SCC(=O)Nc2ccccc2)n1C(C)c1ccccc1 (configuration not stated)	-1	4	·	·	-3	·	-8	-17
COc1cccc(C(O)c2nc(-c3ccncc3)cs2)c1 (configuration not stated)	-2	4	-6	·	-18	20	12	·
COC(=O)c1cc(C(=O)c2ccc(Cl)cc2)n2c(=O)/c(=C\N(C)C)sc12	·	·	·	-2	0	-10	·	10
O=C(Cc1cccnc1)N[C@H]1CC[C@H](CCn2cc(-c3ccccc3F)nn2)O[C@H]1CO	-1	1	3	-7	3	6	-1	3
COc1ccc2cc(CCNC(=O)CCc3ccccc3)c(=O)[nH]c2c1	-1	-1	2	-4	5	15	6	·
O=C(COC(=O)Cn1cnc2ccccc2c1=O)Nc1ccccc1OC(F)F	·	·	0	-9	-4	-2	-1	-7
C/C(=N\NC(=O)c1ccc(Cl)cc1)c1ccc(Br)s1	0	·	-48	7	·	·	14	·
C/C(=C\c1ccccc1)C(=O)Nc1nccs1	·	·	-9	0	-57	-179	10	6
O=C(COC(=O)c1ccccc1C(=O)N1CCN(c2ccc(F)cc2)CC1)NCc1ccccc1	-1	4	12	0	·	27	-18	·
O=C(N/N=C1\C(=O)c2cccc3cccc1c23)c1ccc(O)cc1	·	·	·	7	-39	-12	1	3
Cc1cccc2cc3c(nc12)-c1ccccc1C3=O	-2	-4	-7	-4	-16	22	0	4
Nc1nc(SCc2ccccc2)c2ncn(Cc3ccccc3)c2n1	-1	-7	3	-8	-14	-10	-4	-56
Cn1cc(/C=C/c2cc[n+](C)cc2)c2cc(Cl)ccc21	0	-16	-257	-1	12	15	-6	-32
Cn1c(=O)c2c(nc(NCCCO)n2Cc2cccc(Br)c2)n(C)c1=O	1	4	18	3	·	13	·	·
CC(=O)Nc1ccc(C(=O)NNC(=O)c2cc([N+](=O)[O-])cc([N+](=O)[O-])c2)cc1	·	·	·	2	0	9	·	-2
Nn1c(SCc2nc3ccccc3[nH]2)nnc1C1CCCCC1	0	1	·	1	·	0	·	·
C=CCNC(=S)N1CC2(C)CN(C(=S)NCC=C)CC(C)(C1)C2=O	3	-3	-5	13	·	-4	·	·
COc1ccc(C(CC(=O)NCc2ccccc2)C(C)C)cc1 (configuration not stated)	6	-1	·	-7	17	-5	12	-5
COc1cccc(CNC(=O)Cc2ccc(-c3ccccc3)cc2)c1	-1	-2	-46	2	7	9	·	27
C=CCNC(=O)[C@H]1[C@@H]2C(=O)O[C@@H](c3ccccc3)[C@@H](c3ccccc3)N2[C@@H](c2ccc(OCCO)cc2)[C@]12C(=O)N(C(=O)OCCOC)c1ccc(C#Cc3ccc(OC)cc3)cc12	42	-1	·	-4	·	27	7	·
Cc1noc(C)c1NC(=O)N(C)C[C@H]1Oc2c(NC(=O)Nc3ccc4c(c3)OCO4)cccc2C(=O)N([C@H](C)CO)C[C@@H]1C	1&0	0&9	83*!	-4&5	0&-11	1	2&-16	7&-3
Cc1ccc([C@@H]2C[C@H]3CN(Cc4cccc(Cl)c4)C(=O)[C@]34CCCN24)o1	-3	3	8	-1	3	14	6	3
c1cncc(-c2nc(NCc3cccs3)c3ccccc3n2)c1	·	·	·	4	-6	4	·	-3
COc1ccccc1OCC(=O)/C=C1/N(C)c2ccccc2C1(C)C	·	·	·	7	30	12	-5	-29
O=C(Cc1ccccc1)NCC(=O)N1CCCC1	-5	-9	-3	-2	5	5	13	1
COc1ccc(C(=O)Nc2ccc3c(c2)nc(CCNC(=O)c2ccco2)n3C)cc1	-4	1	4	-3	-5	-49	0	13
O=C(O)CSc1cccc2cccnc12	-1&2	-7&-4	1&6	60*	4	14&17	11&1	-9
CO[C@H]1CN(C)C(=O)c2ccc(NC(=O)Nc3ccccc3)cc2OC[C@H](C)N(C(C)=O)C[C@H]1C	0	-6	4	4	12	-1	·	10
COc1ccc(CC(=O)Nc2ccc3c(c2)CCC3)cc1OC	-1	2	13	-6	·	·	6	·
COc1ccc(CC(=O)N2CCN(C(=O)Cc3ccc(OC)c(OC)c3)CC2)cc1OC	3	1	·	·	11	15	·	·
O=C(C[C@@H]1C=C[C@@H](NC(=O)CN2CCOCC2)[C@H](CO)O1)NCCc1ccccc1	4	-3	-8	·	14	-2	-7	-2
COc1ccc(N2CCN(C(=O)c3cccc(F)c3)CC2)c([N+](=O)[O-])c1	1	-3	2	12	-6	7	·	10
COc1ccc(Cc2nnc(N/N=C/c3ccc(O)cc3O)[nH]c2=O)cc1OC	·	·	·	62*	14	8	·	12
Cc1nc2c(oc3ccccc32)c(=O)o1	0	-5	-1	7	·	·	-1	·
CC(=O)Nc1ccc(S(=O)(=O)Nc2nnc(C)s2)cc1	2	-6	-2	·	5	4	·	-4
CC(=O)Nc1ccc(S(=O)(=O)N2CCC(NC(=O)C(Cc3cccn3C)NC(C)=O)CC2)cc1 (configuration not stated)	3	4	-3	-4	·	0	10	·
CC(Oc1ccccc1Cl)C(=O)Nc1ccc(S(=O)(=O)N2CCOCC2)cc1 (configuration not stated)	-3	0	3	7	6	8	10	4
COc1ccc(/C=C2\CCCC(C(=O)C(F)(F)F)=C2O)cc1	3	-4	·	2	·	·	1	·
Cc1nnnn1/C(=C\c1ccccc1)C(=O)OCC(=O)Nc1ccc(Cl)cc1F	-6	0	-7	0	-5	7	-22	-53
Cc1cc2c(c(=O)n1CC1CCCO1)C(c1ccco1)C(C#N)=C(N)O2 (configuration not stated)	0	0	3	-11	·	3	9	·
Cc1ccc(S(=O)(=O)Nc2ccc3c(c2)CC(=O)N([C@H](C)CO)C[C@@H](C)[C@H](CN(C)CC2CCCCC2)O3)cc1	12	2	60	4	-10	·	-5	-5
CC1(C)CC(=O)C2=C(C1)NC(=O)NC2c1ccc(Cl)cc1 (configuration not stated)	11	-8	14	1	7	8	·	23
CC(C)COC(=O)NCCCOC(=O)Nc1ccccc1	5	-4	-12	-21	·	·	-16	·
C[C@@H]1CN([C@H](C)CO)C(=O)c2cc(N(C)C)ccc2O[C@@H](C)CCCCO[C@@H]1CN(C)Cc1ccccc1	6	-1	2	12	7	24	-6	-7
CCC(=O)N1C[C@H](C)[C@H](OC)CN(C)C(=O)c2ccc(NC(=O)c3ccc(F)cc3)cc2OC[C@@H]1C	5	1	9	-2	-3	·	0	-5
O=C(C1CCCC1)N1C[C@H]2[C@@H](c3ccccc31)[C@@H](CO)N2C(=O)c1ccccc1F	55	6	-7	-12	-18	-23	-4	-3
Cc1ccc(S(=O)(=O)N(C)CC(=O)Nc2ccc3c(c2)OCO3)cc1	-1	-3	11	7	5	6	-3	0
Cc1ccccc1C(=O)N=c1ccn(-c2nc3ccccc3nc2NS(=O)(=O)c2ccc(F)cc2)cc1	-1	-2	14	1	-13	8	·	33
Cc1ccc(C(=O)Nc2cccc(NC(=O)c3ccc(C)cc3)n2)cc1	-5	5	·	·	·	-62	-15	·
O=C(CSc1ncn(-c2ccccc2)n1)Nc1nc(-c2ccccc2)cs1	2	-4	5	7	·	-39	·	·
CC1(C(=O)NS(=O)(=O)Cc2cccc(Cl)c2)CCN1C(=O)C1(c2ccc(Cl)cc2)CCC1 (configuration not stated)	0	1	9	·	10	-1	0	33
CCOC(=O)Nc1ccc2c(c1)N(C(=O)N(CC)CC)c1ccccc1CC2	·	·	·	-3	-8	-22	·	-4
COc1ccccc1NC(=O)CCN1CC(C)OC(C)C1 (configuration not stated)	2	-1	11	-3	·	·	-4	·
CCOC(=O)C1(CCCc2ccccc2)CCN(C(=O)COC)CC1	-2	-4	·	-1	7	22	-10	-17
Cc1ccc(S(=O)(=O)/N=C(\Sc2ccccc2)c2ccccc2)cc1	-3	-2	9	-6	·	·	8	5
O=C(Nc1nc(COc2ccccc2)cs1)C12CC3CC(CC(C3)C1)C2	-4	11	-14	·	-39	·	-2	-19
Cc1ccc(NC(=O)CSc2ccccc2)cc1S(=O)(=O)N1CCCCC1	-2	2	-2	·	5	11	-1	-13
C[C@@H](C(O)c1ccccc1)N(C)C(=O)CCc1ccccc1 (some centres not stated)	1	-2	7	1	-16	12	1	-10

Further compounds
SMILES	Cneo AK release	PglD DTNB	C2C12 statin	ARNT-TACC3 inh	LGR2 antag	PAX8 reporter	PGC1a acetyl inh	GSIS activator
CN1CCC(OC(=O)c2ccc(Br)cc2)CC1	-1	-5	6	-4	·	·	·	·
COc1ccc(C(NC(=O)C2CCN(CCOc3ccc(Cl)cc3)CC2)c2cccs2)cc1 (configuration not stated)	-2	0	-16	·	6	19	·	-16
Cc1ccc(N=Cc2ccccc2O)cc1Cl	6	1	-2	-1	-2	5	10	18
C=CCCN([C@@H](C)C(=O)OC)S(=O)(=O)c1ccccc1Br	-1	-3	-8	-1	4	-2	-12	-3
O=c1[nH]c(/C(Cl)=C/c2cccc(F)c2)nc2cc(C(F)(F)F)ccc12	·	·	·	4	-44	-8	7	5
Clc1ccccc1CNc1nc2ccccc2n2cnnc12	·	·	·	1	-14	16	·	4
CN1CCC(Oc2ccc(Sc3ccccc3)cc2)CC1	-6	-1	·	5	-47	28	-4	-13
Cc1ccc2cc(NC(=O)c3ccccc3)ccc2n1	-4	5	-30	6	-18	-67	7	2
Cn1nc(-c2ccc(Cl)cc2)cc1NC(=O)Nc1ccccc1	3	-10	-5	-6	3	9	·	-37
O=C(NCc1ccccc1C(F)(F)F)C1CCC(=O)N(CCCc2ccccc2)C1 (configuration not stated)	4	-3	5	-11	4	11	·	-32
CCc1ccccc1OCCCOc1ccc(OC)cc1	3	-6	54	-12	·	·	3	·
COc1ccc(-c2[nH]ncc2/C=N\NC(=O)c2cccs2)cc1OC	1	2	·	51*	-2	-11	1	15
O=C(Cc1ccccc1)NNC1CC(=O)N(c2ccc(Br)cc2)C1=O (configuration not stated)	-2	-3	·	-3	28	8	·	9
CC(C)NC(=O)CN1C(=O)c2ccccc2S1(=O)=O	·	·	·	-4	20	-9	0	5
CCCCCCCc1nc2sc3c(c2c(=O)n1N)CC(C)(C)OC3	0	-2	·	-4	4	-1	2	0
Cc1noc(C)c1S(=O)(=O)Nc1ccc2c(c1)C(=O)N([C@@H](C)CO)C[C@@H](C)[C@H](CN(C)Cc1ccc(Cl)c(Cl)c1)O2	1	-2	·	-2	-5	·	-1	3
Cc1cc(NS(=O)(=O)c2ccc(NC(=O)COc3c(C)cc(Br)cc3C)cc2)no1	-1	-6	-4	2	-15	6	85*	2
Cc1ccc(/C(O)=C2\C(=O)C(=O)N(C)C2c2ccc([N+](=O)[O-])cc2)cc1 (configuration not stated)	3	-6	13	-1	-6	1	-1	-9
O=C(NC1CCCC1)N1CCCCN2[C@H](C1)[C@H](c1ccc(/C=C/c3ccccc3)cc1)[C@@H]2CO	11	-2	-5	18	17	51	4	-11
Cc1ccc(C(=O)NC(=S)NNS(=O)(=O)c2ccccc2)cc1	·	·	·	6	9	0	2	3
